PI5P4K alpha inh: inhibitors of human PI5P4K alpha | max response, % | P48426 | actives 1.2% (n = 330,000) | AID 652105 | PI5P4Kalpha enzyme, ADP-Glo luminescence, 60 min; stronger effect = lower value; active = max response of -50% or lower; inconclusive = between -30% and -50%; inactive = -30% or higher; note: value at the top dose of about 77 µM; % is set by controls: 0 for no effect and ±100 for the full control effect
Target sequence (P48426 whole entry, looked up): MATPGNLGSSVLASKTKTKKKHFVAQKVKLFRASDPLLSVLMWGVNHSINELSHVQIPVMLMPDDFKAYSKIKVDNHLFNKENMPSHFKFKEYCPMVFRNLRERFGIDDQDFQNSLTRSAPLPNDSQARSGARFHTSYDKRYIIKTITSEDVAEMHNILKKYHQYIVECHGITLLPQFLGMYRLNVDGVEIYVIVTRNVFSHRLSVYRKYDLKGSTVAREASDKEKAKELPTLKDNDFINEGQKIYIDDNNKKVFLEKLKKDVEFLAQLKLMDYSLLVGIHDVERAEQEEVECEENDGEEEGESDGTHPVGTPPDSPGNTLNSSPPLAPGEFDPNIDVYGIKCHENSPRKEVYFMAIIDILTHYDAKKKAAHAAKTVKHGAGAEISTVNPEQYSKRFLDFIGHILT
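Enzyme plus substrate dispensed, test compounds pinned in, then ATP (5 microM final) added. After 60 min at RT, ADP-Glo reagent 1 for 45 min and reagent 2 for 30 min preceded luminescence imaging.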
EPAC1 agonist: agonists of human EPAC1; actives 0.073% (n = 360,000); O95398; Potency, µM (series often up to 154 µM), inactives show at the top dose activation, hits mostly activators; EPAC1 agonist qHTS, biochemical assay; response scale: 100% = response to 6.5 mM cAMP; note: potency is the fitted concentration of half-maximal effect; nearly all actives have a fitted effect of over 60% in size
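EPAC1 100 nM, Rap1B–BODIPY-GDP 250 nM, unlabeled GDP 50 uM; compound titration; 5 min RT; kinetic read ex480/em540 at 5-min intervals ×30 min; data normalized to 6.5 mM cAMP agonist control.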
WRN helicase inh: WRN helicase (human) inhibition. Potency, µM (top dose mostly 114 µM), without a hit: at the top dose activity change, negative = inhibition, most hits filed as inhibitors. AID 651768. WRN helicase unwinding, fluorescent forked duplex, kinetic. actives 0.46% (n = 360,000); note: potency is the fitted concentration of half-maximal effect; % is set by controls: 0 for no effect and ±100 for the full control effect; nearly all actives have a fitted effect of over 55% in size
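Screening of the MLSMR collection measured strand separation of a quenched forked DNA duplex (100 nM) by 20 nM WRN with 2 mM ATP, all final. Compounds were preincubated with enzyme 15 min at room temperature.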
EPAC2 antagonist: EPAC2 (human) antagonism; Q8WZA2; EPAC2 GEF exchange of Rap1B-BODIPY-GDP, fluorescence; Potency, µM (highest dose often 114 µM), inactives show at the highest dose activity, negative = inhibition, usual class: inhibitors; actives 0.18% (n = 360,000); AID 720708; note: potency is the fitted concentration of half-maximal effect; % is set by controls: 0 for no effect and ±100 for the full control effect; nearly all actives have a fitted effect of over 45% in size; many of its hits are not listed in these tables
CCT modulator: cytosolic chaperonin activity modulation; activity change, % (concentration not given with the values), hits read low; purified chaperonin ATPase assay, HTRF ADP detection, 30 min; AID 651819; actives 0.3% (n = 360,000); in the data active = activity change below about -30%; note: % is set by controls: 0 for no effect and ±100 for the full control effect
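Enzyme 40 or 20 nM (batch-dependent) in Tris pH 7.4/KCl/MgCl2/DTT; cpd 76 uM single point; ATP 10 uM; 30 min 37 °C; Transcreener ADP HTRF detection, 30 min RT; ratio 665/615.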
Mm-Cpn inhibitor: blocks the Methanococcus maripaludis chaperonin Mm-Cpn | Potency, µM (titrated, usually from 76.9 µM), without a hit: at the highest dose activity, negative = inhibition, hits mostly inhibitors | actives 0.031% (n = 330,000) | purified Mm-Cpn ATPase, ADP Transcreener TR-FRET | AID 504842; note: potency is the fitted concentration of half-maximal effect; % is set by controls: 0 for no effect and ±100 for the full control effect; nearly all actives have a fitted effect of over 80% in size
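Purified archaeal chaperonin (25 nM final) was preincubated with compound for 10 min at 37°C, then ATP (10 uM final) was added for 30 min at 37°C in Tris pH 7.4/KCl/MgCl2/DTT buffer. ADP was quantified by HTRF Transcreener TR-FRET.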
EPAC1 antag: blocks human EPAC1 exchange factor | EPAC1 GEF assay, Rap1b-BODIPY-GDP exchange fluorescence | actives 0.14% (n = 360,000) | Potency, µM (top dose mostly 115 µM), inactives show top-dose activity change, negative = inhibition, hits mostly inhibitors;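 note: potency is the fitted concentration of half-maximal effect; plate controls were vehicle for no effect and positive control for full effect; nearly all actives have a fitted effect of over 50% in size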
PLK1 PBD block: inhibitors of human PLK1 polo-box domain binding; P53350; Plk1 PBD binding of FITC phosphopeptide, fluorescence polarization; Potency, µM, inactives show max response, negative = inhibition, usual class: inhibitors; actives 2.8% (n = 360,000); AID 720504; note: potency is the fitted concentration of half-maximal effect; series mostly up to about 57 µM; % is set by controls: 0 for no effect and ±100 for the full control effect; nearly all actives have a fitted effect of over 65% in size
Target sequence (P53350 whole entry, looked up, the tested form may be a part): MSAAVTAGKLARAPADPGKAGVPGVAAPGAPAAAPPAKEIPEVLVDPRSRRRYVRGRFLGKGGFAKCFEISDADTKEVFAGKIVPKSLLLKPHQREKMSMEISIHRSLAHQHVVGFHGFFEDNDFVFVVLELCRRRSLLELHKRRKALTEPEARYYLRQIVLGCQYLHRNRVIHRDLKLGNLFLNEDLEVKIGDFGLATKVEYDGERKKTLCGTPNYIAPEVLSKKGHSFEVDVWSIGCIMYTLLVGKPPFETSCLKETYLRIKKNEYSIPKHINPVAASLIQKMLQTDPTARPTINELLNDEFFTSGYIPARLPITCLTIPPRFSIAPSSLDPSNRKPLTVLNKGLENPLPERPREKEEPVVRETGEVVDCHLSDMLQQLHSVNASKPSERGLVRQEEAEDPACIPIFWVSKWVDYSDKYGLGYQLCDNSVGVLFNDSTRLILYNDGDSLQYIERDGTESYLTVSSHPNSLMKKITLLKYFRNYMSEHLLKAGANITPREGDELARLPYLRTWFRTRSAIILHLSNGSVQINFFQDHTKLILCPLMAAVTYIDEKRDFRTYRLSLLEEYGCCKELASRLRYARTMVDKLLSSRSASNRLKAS
* hit, by the source's call; ? = inconclusive; nt = not tested or not shown; [ ] = another dose, or the depositor's remark. Unless noted, calls come from the whole dose curve; as a rule, active = well fitted curve in the direction sought with a large enough effect; inconclusive = small, poorly fitted or top-dose-only effect, or another doubt; inactive = no such curve, though single readings can be large; an effect the other way counts as inactive or inconclusive. An excerpt (hit frequency here may not be typical).

Each structure is followed by: PI5P4K alpha inh | EPAC1 agonist | WRN helicase inh | EPAC2 antagonist | CCT modulator | Mm-Cpn inhibitor | EPAC1 antag | PLK1 PBD block
> CCCN(Cc1ccccc1)S(=O)(=O)c1ccc(N2C(=O)CCC2=O)cc1
 : 3 | 3% | 2% | -16% | -1.6 | 2% | 3% | -5%
> Cc1cccc(C)c1NC(=O)C(C1CC1)n1c(-c2ccc(-c3ccccc3)cc2)nc2ccccc21 (stereo not given)
 : 1 | 7% | -7% | -4% | nt | nt | 1% | 5%
> O=C(NCc1ccc2c(c1)OCO2)C1CC(=O)N(C2CCCC2)C1 (stereo not given)
 : nt | 9% | -5% | -2% | 0.4 | 1% | -1% | -7%
> O=C(NNC(=S)Nc1cccc(Cl)c1)c1ccccc1OC(F)F
 : -10 | 7% | -8% | 4% | 2.6 | -3% | 9% | -27%
> O=C(CC12CC3CC(CC(C3)C1)C2)Nc1nncs1
 : 0 | -2% | 0% | 2% | -0.4 | -1% | 5% | -13%
> CCOC(=O)N1CCN(C(=O)c2c(-c3ccccc3Cl)noc2C)CC1
 : 6 | 3% | 14%[57.1 µM] | -3% | -1.4 | 1% | -6% | -14%
> COCCNC(=O)c1ccc(NC(C)=O)cc1
 : -7 | 3% | 6% | -2% | -2.3 | 0% | -11% | -5%
> O=C(c1ccc(S(=O)(=O)Nc2ccccc2F)cc1)N1CCCC1
 : 0 | 1% | 0% | -6% | 0.7 | 0% | 1% | 4%
> Cc1ccc(NC(=O)CN(C)C(=O)c2ccc(NC(=O)CC3SC(N4CCCC4)=NC3=O)cc2)cc1 (stereo not given)
 : 0 | 0% | -4% | -2% | -0.5 | 2% | -3% | 0%
> Cc1nn(Cc2ccccc2)c(C)c1NC(=O)c1cccs1
 : 11 | 11% | -26% | -1% | -2.1 | 2% | -26% | -18%
> COc1ccc(CNC(=O)C2CC(c3ccc(F)cc3)=NO2)cc1 (stereo not given)
 : nt | 0% | 0% | 6% | -1.8 | 1% | -7% | -5%
> Cc1cc(C)cc(-n2nnc(C(=O)NCc3ccc4c(c3)OCO4)c2N)c1
 : nt | 15% | -2% | -4% | -2.1 | 2% | 2% | -2%
> CN(C(=O)c1cccc(NC(=O)Cc2ccc(NC(=O)C3CCCN(C(=O)C4CCC4)C3)cc2)c1)C1CCCCC1 (stereo not given)
 : -2 | -15% | -2% | 5% | 0.1 | nt | 17% | -2%
> Cc1cc(NC(=O)CC23CC4CC(C2)CC(CC(=O)Nc2cc(C)on2)(C4)C3)no1
 : 0 | -14% | 3% | 8% | -0.2 | -1% | -6% | -6%
> COC(=O)c1cc(CNC(=O)c2ccccc2Cl)ccc1OC
 : -1 | 3% | -11% | 2% | 2.4 | 0% | 9% | -7%

(cont.)
Each structure is followed by: PI5P4K alpha inh | EPAC1 agonist | WRN helicase inh | EPAC2 antagonist | CCT modulator | Mm-Cpn inhibitor | EPAC1 antag | PLK1 PBD block
> Clc1ccc2nc(N3CCCCC3)sc2c1
 : 5 | -5% | -9% | -3% | 2.6 | 0% | -9% | -7%
> CC(C)Oc1ccc(C(CC(=O)NCc2ccco2)c2ccccc2)cc1 (stereo not given)
 : nt | 10% | -5% | -17% | -2.7 | -1% | -25% | -5%
> CN1CCN(CCCNC(=O)c2ccc(NC(=O)C3=CSCCO3)cc2)CC1
 : -2 | 6% | -5% | -3% | -0.5 | 1% | -3% | -7%
> O=C(Cc1cccs1)N1CCN(S(=O)(=O)c2ccc(Br)cc2)CC1
 : 1 | 4% | -5% | 2% | -1.1 | 2% | 3% | -4%
> FC(F)Oc1ccc(NC(=S)NCc2ccccc2)cc1
 : 1 | 7% | -7% | -3% | -4.4 | 2% | -4% | -15%
> COC(=O)c1ccc(N2CCOCC2)c(F)c1
 : 4 | 2% | 4% | -3% | -0.7 | -1% | 3% | -3%
> CCC1CCCCN1c1ccc([N+](=O)[O-])cc1/C=N/NC(=O)Cn1c2ccccc2c(=O)c2ccccc21 (stereo not given)
 : -1 | 1% | -4% | -3% | -1.2 | 0% | -9% | 6%
> N#Cc1cccc(NC(=O)COc2ccc(-n3ccnc3)cc2)c1
 : nt | -1% | 7% | 8% | 1.2 | 1% | 3% | 1%
> O=C(Oc1ccc(-c2nnco2)cc1)c1ccc(F)c(S(=O)(=O)N2CCOCC2)c1
 : 5 | 6% | 4% | -1% | -1.5 | -2% | -3% | -14%
> COc1ccc(OC)c(C(=O)NC(CC(N)=O)c2ccc(NCCN3CCCC3)c([N+](=O)[O-])c2)c1 (stereo not given)
 : -3 | 1% | 3% | 4% | -6.4 | -3% | -6% | ?
> O=C(Nc1ccc2c(c1)OCO2)Nc1ccc2c(c1)OCO2
 : -18 | 11% | 6% | 17% | 1.4 | -5% | 4% | -3%
> Cc1ccccc1NC(=O)CN(C)S(=O)(=O)c1cccs1
 : -7 | 3% | 4% | 4% | -13 | 1% | -2% | -1%
> Cc1cc(OCC(=O)NCC(c2ccc(F)cc2)N2CCOCC2)ccc1Cl (stereo not given)
 : 3 | 3% | -3% | -10% | 0.9 | 0% | ? | 2%
> CCN(CC)S(=O)(=O)c1ccc2c3c(cccc13)C(=O)N2
 : 1 | -2% | -3% | -18% | -2.0 | 0% | -10% | -11%
> CN(c1cccc(NS(=O)(=O)c2cccs2)c1)S(C)(=O)=O
 : -1 | 9% | -1% | 6% | -2.5 | -1% | 5% | -4%

The results go on:
Each structure is followed by: PI5P4K alpha inh | EPAC1 agonist | WRN helicase inh | EPAC2 antagonist | CCT modulator | Mm-Cpn inhibitor | EPAC1 antag | PLK1 PBD block
> O=C(c1ccc(Cl)c(Cl)c1)N1CCC(O)(CN2CCOCC2)CC1
 : -3 | -8% | 2% | -1% | -4.0 | -2% | 6% | 9%
> CC1(c2ccccc2)NC(=O)N(CC(=O)N2CC(=O)Nc3ccccc32)C1=O (stereo not given)
 : 0 | 3% | -18% | 4% | 0.7 | 1% | -1% | -2%
> CC(=O)Nc1cccc(NC(=O)c2c(-c3c(Cl)cccc3Cl)noc2C)c1
 : nt | 0% | -7% | 1% | -1.0 | 0% | -4% | -1%
> CN(C(=O)CSc1nc2ccc([N+](=O)[O-])cc2s1)C1CCS(=O)(=O)C1 (stereo not given)
 : -9 | -6% | 6% | 2% | -1.4 | 0% | 0% | ?
> O=C1/C(=C/c2ccccn2)SC(=S)N1Nc1ncc(C(F)(F)F)cc1Cl
 : -66* | 5% | -14% | -19% | -3.8 | nt | -12% | ?
> CC1(C)CC(=O)C(/C=N/c2ccccn2)=C(O)C1
 : nt | -4% | -3% | 7% | 0.9 | -22% | 15% | -1%
> Nc1ccn([C@@H]2O[C@H](CNCc3cnc(N4CCOCC4)s3)[C@@H](O)[C@H]2O)c(=O)n1
 : 5 | -10% | 9% | 1% | 0.0 | nt | 14% | 2%
> CCOc1ccc(C(=O)NC(C(=O)NCc2cccnc2)C(C)C)cc1 (stereo not given)
 : -3 | 0% | -4% | 3% | -0.2 | 2% | 10% | 1%
> Cc1ccc(C(CNS(=O)(=O)c2cc(F)ccc2F)N2CCN(C)CC2)cc1 (stereo not given)
 : 7 | 9% | -4% | -9% | -1.1 | 1% | 2% | -10%
> Cc1cc(C(=O)Nc2cccc3cccnc23)ccc1[N+](=O)[O-]
 : -8 | -4% | 9% | 8% | 1.3 | -1% | 1% | 0%
> COc1ccc2[nH]c(=O)c(-c3noc(-c4ccccc4)n3)cc2c1
 : -1 | 0% | ? | 8% | 0.7 | -2% | -23% | -8%
> O=C(NCc1ccccc1)N1CCOc2ccccc21
 : 5 | 8% | 1% | -1% | -1.4 | 0% | 22% | -4%
> O=C1CC(c2ccco2)Cc2nc(N3CCc4ccccc4C3)ncc21 (stereo not given)
 : -29 | 16% | -20% | -2% | -3.4 | -11% | 14% | -20%
> Cc1nnc2sc(SCc3ccc(Br)cc3)nn2c1=O
 : 3 | 5% | -26% | -4% | 0.0 | -2% | 4% | -6%
> CC(C)C(OC(=O)c1cc2sccc2n1C)C(=O)NCC1CCCO1 (stereo not given)
 : nt | 3% | -5% | -2% | -2.2 | -3% | 1% | -11%

Carrying on:
Each structure is followed by: PI5P4K alpha inh | EPAC1 agonist | WRN helicase inh | EPAC2 antagonist | CCT modulator | Mm-Cpn inhibitor | EPAC1 antag | PLK1 PBD block
> CCN1CCCCC(=N/O)/C(=N/O)CCCC1
 : -18 | 6% | 0% | 2% | -1.1 | -6% | -4% | -7%
> Cc1ccccc1-c1n[nH]nc1C1=CC(=O)CC(C)(C)C1
 : -8 | -5% | -5% | -12% | -1.1 | nt | -12% | -6%
> Cc1cccc(NC(=O)NNC(=O)c2ccc3ccccc3c2O)c1
 : -4 | 13% | -1% | -2% | 0.5 | 1% | 12% | -4%
> CC(C)c1ccc(/C=N/NC(=O)CCNC(=O)c2ccccc2)cc1
 : 0 | 1% | -5% | -10% | -0.5 | 1% | 0% | -6%
> Cc1cnc(C(=O)Nc2ccc(C)c(S(=O)(=O)N(C)C)c2)cn1
 : -19 | 5% | 2% | -1% | -2.3 | 1% | -15% | 24µM*
> O=C(NCc1ccccc1F)c1cc(=O)[nH]c2ccccc12
 : 1 | 12% | 13% | 1% | -0.4 | -1% | -19% | -12%
> CC(C)CCN(C(=S)Nc1cccc(C(F)(F)F)c1)C(C)c1ccccn1 (stereo not given)
 : 9 | -15% | -2% | -23% | -1.4 | 0% | -3% | -13%
> CC1=NN(c2ccccc2)C(c2ccco2)C1 (stereo not given)
 : 1 | -3% | 6% | -23% | -3.5 | nt | -3% | 0%
> Cc1ccc(C(=O)Nc2ccccc2N2CCCC2)cc1S(=O)(=O)N1CCOCC1
 : 2 | -5% | 1% | -10% | -0.6 | 1% | -19% | 3%
> CCn1c(CNc2ccc(F)cc2)nnc1SCCN1CCCCC1
 : 2 | 14% | -4% | -2% | -2.0 | -4% | -7% | -10%
> COC(=O)c1ccc2nc(-c3cccc(N)c3)cn2c1
 : 2 | -6% | -10% | 14% | 2.7 | 1% | 1% | -3%
> O=C(C1CCCCC1)N1CCN(c2nc(-c3ccc(F)cc3)cs2)CC1
 : -7 | 4% | ? | 4% | -6.2 | -5% | -7% | -7%

Screening data as filed in PubChem.
